From PubChem BioAssay
CFTR F508del cor: F508del CFTR correction, initial screen, CFBE line, single point | CFBE cells, YFP halide quenching; stimulated with forskolin plus potentiator P3; % fluorescence drop versus neutral controls | activity (quench increase), % at 7.58 µM | hit rate 0.36% among 350,000 | AID 720511, 2013;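 active = mean added fluorescence quench of at least 8% versus neutral control, with both replicates also reaching 8%; inconclusive = only one of the mean or replicate conditions met; inactive = mean below 8% and not both replicates reaching 8%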;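 also: cells transiently co-express mutant CFTR-F508del with the halide-sensitive YFP; corrector assay measuring rescue of mutant channel to the surface after 24 h compound exposure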
DENV2 CPE rescue: inhibitors of DENV2 cytopathic effect, primary screen, cell-based, plate reader, single concentration; DENV2-infected cells, cytopathic effect rescue; CPE inhibition, % at 9.99 µM; hit rate 1.7% among 350,000; AID 651640, 2012; in the data active = CPE inhibition above about 20%, passing the limit was not always enough; inconclusive = no clear call, values can overlap the other calls; tested in BHK-21 cells;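 also: 0% = median of neutral control wells and 100% = median of positive control wells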
miR122 inh: miR-122 Renilla sensor signal increase in Huh7, primary screen, miR-122 inhibitor project, cell-based, single point, plate reader; hit rate 0.3% among 340,000; AID 602342, 2012; Huh7 miR-122 Renilla luciferase sensor, 48 h; neutral wells = 0, positive control = 100; activation (reporter increase), % at 12.5 µM;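 active = mean replicate activation score at least 90 and every replicate individually at or above 90; inconclusive = only one of the two criteria met; inactive = neither criterion met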;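 also: higher luciferase means less miR-122 activity so hits act as miR-122 inhibitors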
GSIS activator: GLuc luminescence reporter in INS-1E cells, primary screen for activators of glucose-dependent secretion of insulin. activation, % at 16.6 µM. hit rate 0.61% among 370,000. INS-1E GLuc reporter insulin secretion, 2-3 h;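 active = lowest replicate activation of at least 40%, so every replicate reaches that level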;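 also: 0% = median of neutral control wells and 100% = median of IBMX positive control wells; some compounds called inactive have numbers as strong as hits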
PAX8 inh HTS: inhibitors of PAX8-driven TPO luciferase reporter, primary screen, RMG-I cells, single concentration; SteadyGlo, 24 h; inhibition, % at 12.6 µM; hit rate 1.2% among 360,000;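 active = mean replicate inhibition at least 60% with every replicate also reaching 60%; inconclusive = only one of the two criteria is met; inactive = mean below 60% and not all replicates reaching 60%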;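 also: luciferase light reporting Pax8 driven TPO promoter activity; plate controls were median of neutral control wells for no effect and mitoxantrone controls for full effect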
FN deposition inh: inhibitors of fibronectin matrix deposition, primary screen, AH1F cells, Alexa488-fibronectin fluorescence, plate reader. AID 743247, 2014. inhibition, % at 12.6 µM. AH1F fibroblasts, overnight. hit rate 0.086% among 350,000;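 active = mean inhibition across replicates of 30% or more, regardless of how many single replicates reach that level; inconclusive = mean under 30% yet at least half of replicates reach 30%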;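 also: positive control wells lacked labelled fibronectin entirely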
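Material: AH1F fibroblast monolayer depositing Alexa488-labelled fibronectin into matrix / Amount: 10000 AH1F cells per well / Signal: fluorescence 485/525 nm / Medium: DMEM, 2% serum / Compound: single dose, pinned / Incubation: 1 h cell adhesion before compound, then overnight fibronectin incubation / Reagent: Alexa488-FN, 24 nM final / Read-out: inhibition of fibronectin deposition signal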
EWS-Fli block: EWS/Fli-driven NR0B1 reporter inhibitors, primary screen, A673 cells, NR0B1 luciferase, luminescence, MLPCN library; viability-normalised; inhibition, % at 12.6 µM; hit rate 0.67% among 350,000;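 active = mean inhibition of at least 50% after viability correction, with every replicate also passing that limit; inconclusive = mean reaches 50% but only one of two replicates passes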;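 also: firefly luciferase signal divided by Alamar Blue viability fluorescence both relative to DMSO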
* = called active by the depositor; ? = inconclusive; · = no result given; & = joins results of further samples; [ ] = remark or other dose.

Each structure is followed by: CFTR F508del cor	DENV2 CPE rescue	miR122 inh	GSIS activator	PAX8 inh HTS	FN deposition inh	EWS-Fli block
(1) CCOC(=O)c1[nH]c(C)c(C(=O)NC(C)CC)c1C (configuration not stated)
    -0.6	7	11	18	7	-3	-1
(2) COc1cccc(NC(=O)N2CC(=O)N3[C@@H](CO)[C@@H](c4ccc(C#CCC5CCCC5)cc4)[C@@H]3C2)c1
    0.6	1	·	15	22	-2	-1
(3) COc1cc(CN(C(=O)c2cc3ccccc3oc2=O)C2CCS(=O)(=O)C2)cc(OC)c1OC (configuration not stated)
    0.2	-6	·	36	-14	0	-25
(4) CN(C(=O)/C=C/c1ccco1)c1ccccc1C(=O)O
    1.0	-4	-3	6	-2	-5	-4
(5) COC(=O)c1ccccc1NC(=S)NC(=O)c1ccc2c(c1)OCO2
    -2.0	11	·	33	-2	1	-1
(6) O=C(CN(Cc1cccs1)C(=O)CNS(=O)(=O)c1ccc(Cl)cc1)NCc1ccco1
    ·	·	11	·	30	-4	·
(7) CCCC#Cc1ccc([C@H]2[C@H](CO)N3CCCCN(Cc4ccncc4)C[C@@H]23)cc1
    0.5	?	7[16.7 µM]	0	6	·	0
(8) NC(=O)c1ccc(Oc2ncc(C(F)(F)F)cc2Cl)cc1
    0.3	1	·	13	-8	5	-11
(9) Cc1cccc(C(C)C)c1NS(=O)(=O)c1cn(C)nc1C
    -3.0	14	-5	10	-5	10	-5
(10) CCCNC(=O)Cn1cnc2sc(C(=O)Nc3cc(OC)c(OC)c(OC)c3)c(C)c2c1=O
    -1.9	·	-1	19	·	·	5
(11) CCCCCCN(C(=O)CCCCCN1C(=O)NC(c2ccc([N+](=O)[O-])cc2)C(C(=O)OCc2ccccc2)=C1C)C(C(=O)NCCCC)C1CCCCC1 (configuration not stated)
    4.1	?	·	-2	-4	-4	5
(12) Fc1ccc(F)c(CN2[C@@H]3CNC[C@H]2C3c2ccc(-c3ccccc3)cc2)c1 (some centres not stated)
    -3.7&-2.5	-13&-4	·	-11&5	·	-5&-6	6
(13) O=C(CCN1C(=O)c2ccccc2S1(=O)=O)NCc1ccc(F)cc1
    3.4	-5	·	8	-18	8	2
(14) CN(C)C(=O)c1ccc(-c2ccc([C@H]3[C@H](CO)N4CCCCN(C(=O)C5CCCC5)C[C@@H]34)cc2)cc1
    -4.1	16	-28[16.7 µM]	·	-6	·	-5
(15) CCOc1ccccc1NC(=O)COC(=O)CCOc1cc(C)ccc1C
    1.7	10	·	9	3	-4	9
(16) CC1(c2ccc3c(c2)OCO3)NC(=O)N(CC(=O)Nc2ccc(N3CCOCC3)cc2)C1=O (configuration not stated)
    ·	·	1	·	-3	1	·
(17) O=C(CNC(=S)N(CCCN1CCOCC1)Cc1cccs1)NCCCN1CCOCC1
    ·	·	-8	18	21	-1	·
(18) Cc1ccc(C(=O)NC(=S)N2CCCCCC2)cc1
    -2.9	17	·	3	-28	7	-9
(19) COc1ccc(C(=O)Nn2c(C)nc3ccccc3c2=O)cc1
    1.2	5	·	16	3	-4	10
(20) Cc1ccc(NC(=O)CSCC(=O)NC2(C)CCS(=O)(=O)C2)cc1 (configuration not stated)
    -3.2	-1	-16	10	1	1	-6
(21) C[C@@H]1CN([C@@H](C)CO)C(=O)c2cc(NC(=O)CCC(F)(F)F)ccc2O[C@@H]1CN(C)S(=O)(=O)c1ccccc1
    -2.1	5	24[16.7 µM]	0	6	·	-9
(22) CCN(CC)C(=O)c1csc([C@@H]2O[C@H](CO)[C@H](O)[C@H](O)[C@H]2O)n1
    -6.7	?	-1	18	-16	-1	3
(23) Cc1cccc(C(C)C)c1NC(=O)COC(=O)COc1ccc2c(C)cc(=O)oc2c1
    ·	·	·	7	14	13	·
(24) COc1cc(/C=N/NC(=O)COc2c(C)cc([N+](=O)[O-])cc2C)ccc1OC(=O)c1ccccc1Br
    ·	·	·	-25	-7	-6	·
(25) O=C(C[C@H]1C[C@@H]2c3cc(NC(=O)C4CCOCC4)ccc3O[C@@H]2[C@@H](CO)O1)NCc1cc(F)ccc1F
    0.1	7	-1[16.7 µM]	-1	-4	·	-1
(26) C=CCOc1ccc(/C(O)=C2/C(=O)C(=O)N(CCCN3CCOCC3)C2c2ccc(OC)cc2)cc1 (configuration not stated)
    ·	·	7	·	-2	4	·
(27) CO[C@@H]1CN(C)C(=O)c2cc(NS(=O)(=O)c3cn(C)cn3)ccc2OC[C@H](C)N(Cc2cccc(F)c2)C[C@H]1C
    0.3	2	·	2	-13	6	3
(28) CCOc1ccc(CCNC(=O)CSc2nc3ncc(Cl)cc3[nH]2)cc1OCC
    3.1	-7	0	6	-1	·	·
(29) CCCn1c(SCC(=O)C(C)(C)C)nc2ccccc21
    ·	·	·	1	28	6	·
(30) CC(=O)C1=C(c2ccccc2)NC(=S)NC1c1ccc(O)c(O)c1 (configuration not stated)
    2.0	-2	·	-9	5	-1	14
(31) CCCCOC(=O)Nc1nc2ccc([N+](=O)[O-])cc2s1
    1.9	-1	-4	2	-45	-7	-16
(32) Cc1cccc(NC(=S)Nc2ccc3cn[nH]c3c2)c1
    2.5	12	·	6	-78	·	-14
(33) O=C(CCSCCc1ccccn1)Nc1ccc(Br)cn1
    0.3	-5	-5	7	·	·	3
(34) Cc1c(NC2=CC(=O)CC(C)(C)C2)c(=O)n(-c2ccccc2)n1C
    -0.4	-4	-4	-4	8	·	3
(35) COc1ccccc1C(=O)NCc1nnc(SC(C)C(=O)Nc2nccs2)n1C (configuration not stated)
    1.1	-3	·	7	23	-12	7
(36) CCCN(CC(=O)Nc1ccccc1OC)C(=O)c1ccc(S(=O)(=O)Nc2ccccc2)cc1
    3.2	6	5	-38	17	-6	15
(37) Cc1ccc(NC(=O)CSc2nnc(C)n2C2CC2)cc1S(=O)(=O)N1CCOCC1
    0.8	3	·	·	9	0	-5
(38) COc1cc(/C=N/NC(=O)Nc2ccccc2)ccc1OC(C)=O
    ·	-2	·	·	-177	5	-33
(39) C[C@@H]1CN([C@@H](C)CO)C(=O)c2cccc(NS(C)(=O)=O)c2O[C@@H]1CN(C)S(=O)(=O)c1cccs1
    3.2	12	0[16.7 µM]	-4	·	0	-7
(40) Cc1ccccc1C(=O)N1CCC[C@H]1C(=O)N1CCC[C@H]1C(=O)NCc1ccccn1
    -2.5	14	·	-4	-23	0	2
(41) Cc1cccc(C)c1NC(=O)CSc1nc(N2CCOCC2)nc(N2CCOCC2)n1
    0.4	5	-2	2	1	-1	3
(42) Cc1nn(CC(=O)N2CCc3ccccc3C2)c(C)c1Cl
    -1.8	-7	2	-4	2	16	-6
(43) Cc1cc(Cl)ccc1C(=O)C1CCCN(C(=O)c2n[nH]c3c2CCCC3)C1 (configuration not stated)
    0.0	-1	-5	-16	-20	4	-2
(44) CCOC(=O)C1(Cc2cccc(OC)c2)CCCN(CCO)C1 (configuration not stated)
    -0.4	6	-9	-8	-11	-3	0
(45) O=C(C[C@H]1C[C@H]2c3cc(NC(=O)Nc4ccc(C(F)(F)F)cc4)ccc3O[C@H]2[C@H](CO)O1)NCc1ccc(Cl)cc1
    -1.5	2	1[16.7 µM]	8	28	·	0
(46) COc1ccc(C2/C=C\CN(C(=O)NC(C)C)CC(=O)N2Cc2ccc(F)cc2)cc1 (configuration not stated)
    -0.5	·	-3	-14	0	-2	0
(47) NC1=NC(=O)/C(=C\c2cccs2)S1
    ·	·	-5	·	-11	16	·
(48) CN(C)C(=O)C[C@@H]1C[C@@H]2c3cc(NC(=O)NC4CCCCC4)ccc3O[C@@H]2[C@H](CO)O1
    -2.1	-9	-1[16.7 µM]	13	-6	6	6
(49) CC(C)NC(=O)N(C)C[C@H]1Oc2ccc(N(C)C)cc2CC(=O)N([C@@H](C)CO)C[C@H]1C
    -1.4	0	-6[16.7 µM]	-12	-10	·	·
(50) O=C(NC1CCN(Cc2ccccc2)CC1)c1ccccc1F
    1.4	·	-5	-9	·	·	-6
(51) CCN(C(=O)CSc1nc2ccccc2[nH]1)C1CCS(=O)(=O)C1 (configuration not stated)
    -0.1	-5	-8	9	-14	7	0
(52) CC(C)c1ccc(-c2nnc(N)s2)cc1
    ·	·	-3	4	-125	4	·
(53) CC(C)(C)NC(=O)CCc1nnc(Cc2c[nH]c3ccccc23)o1
    ·	-2	·	-5	21	-6	15
(54) Cc1ccc(C(=O)CCS(=O)(=O)c2ccc(Cl)cc2)cc1
    -0.3	-5	·	0	11	1	·
(55) COCC(=O)Nc1ccc2c(c1)OC[C@H](C)N(CCC(F)(F)F)C[C@@H](C)[C@H](OC)CN(C)C2=O
    -0.4	-2	·	-2	4	·	-2
(56) O=C(Cc1ccccc1)NC(c1ccco1)c1c(O)ccc2ccccc12 (configuration not stated)
    0.4	0	·	-3	16	-4	9
(57) Nc1[nH]c(C(=O)c2ccc(Br)cc2)c(-c2ccc(Cl)cc2Cl)c1C(=O)NCCc1c[nH]c2ccccc12
    -0.9	4	·	·	27	-3	3
(58) CN1C(=O)c2cc(NC(=O)c3cccs3)ccc2OC[C@H]2O[C@H](CC(=O)O)CC[C@H]21
    0.8	·	-2[16.7 µM]	7	-5	-20	8
(59) CC(C)NC(=O)Nc1ccc2c(c1)C(=O)N([C@H](C)CO)C[C@H](C)[C@H](CN(C)Cc1ccncc1)O2
    3.8	-3	-1[16.7 µM]	18	-30	·	3
(60) O=C(C1CC1)N1CC2(C1)[C@H](c1ccccc1)[C@H](CO)N2Cc1nccs1
    1.5	-4	·	5	5	1	-9

(cont.)
Each structure is followed by: CFTR F508del cor	DENV2 CPE rescue	miR122 inh	GSIS activator	PAX8 inh HTS	FN deposition inh	EWS-Fli block
(61) CCOC(=O)c1[nH]c2ccccc2c1NC(=O)CCN1CCN(C(=O)OCC)CC1
    ·	·	0	·	-3	-18	·
(62) COC(=O)C[C@H]1C[C@H]2c3cc(NC(=O)c4ccc5c(c4)OCO5)ccc3O[C@H]2[C@H](CO)O1
    1.7	-4	1[16.7 µM]	-2	-31	4	-60
(63) CCOc1ccc(N=Nc2ccc(O)c3ncccc23)cc1
    6.6	4	·	-2	35	15	58*
(64) C[C@@H]1CCCCO[C@H](CN(C)C(=O)Nc2cccc3ccccc23)[C@@H](C)CN([C@H](C)CO)C(=O)c2cc(NS(C)(=O)=O)ccc2O1
    0.6	?	10[16.7 µM]	9	-6	·	-1
(65) CCOC(=O)c1cccc(P(C)(C)=O)c1
    2.6	5	·	17	7	-2	-1
(66) CN(C)C(N)=NCCC[C@H](N)C(=O)O
    -2.7	11	-1	3	-8	·	-2
(67) CC1(Cc2ccc(OC(F)(F)F)cc2)C(=O)Nc2c(Cl)ccc(Cl)c21 (configuration not stated)
    -2.7	-3	-7	-17	26	-2	-20
(68) O=C(C[C@@H]1C[C@H]2c3cc(NC(=O)c4cccnc4)ccc3O[C@H]2[C@H](CO)O1)NCc1ccncc1
    -0.7	0	-1[16.7 µM]	3	·	-2	-6
(69) COCC(=O)N1CC2(C1)[C@H](c1ccc(-c3cccc(C)c3)cc1)[C@H](CO)N2C(=O)C1CC1
    0.6	49*	·	-9	-26	·	-4
(70) COCCNC(=O)C[C@H]1CC[C@@H]2[C@H](COC[C@@H](O)CN2Cc2cccc(-c3ccncc3)c2)O1
    2.4	-2	-2[16.7 µM]	1	-2	-1	0
(71) C[C@@H]1CN([C@@H](C)CO)C(=O)c2cc(C#CC3(O)CCCC3)cnc2O[C@@H]1CN(C)C(=O)C1CCC1
    -1.9	·	-15[16.7 µM]	8	-6	·	-3
(72) CCN(CC(=O)Nc1c(F)cccc1F)C(=O)CCNC(=O)c1ccc([N+](=O)[O-])cc1
    -1.3	-6	·	7	-1	2	-3
